# Screening data (PubChem BioAssay)
# HCMV antiviral = inhibitors of human cytomegalovirus; HFF cells, HCMV-luciferase reporter, 72 h; active compounds read low; activity change, negative = inhibition, % at 57.5 µM; actives 4.5% (n = 410,000); AID 1259415; in the data active = activity change below about -60%; inconclusive = no clear call, values can overlap the other calls; inactive = above about -39%
#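 Human foreskin fibroblasts infected with luciferase-reporter HCMV at MOI 1 PFU/cell, compounds at two doses. Luciferase measured 72 h post infection; normalized to buffer-only basal and Salinomycin (10uM) controls.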
# LmPK inhibitor = inhibitors of Leishmania mexicana pyruvate kinase. AID 1721. purified LmPK, Kinase-Glo ATP luminescence, 1 h. actives 0.37% (n = 290,000). Q27686. Potency, µM (highest dose often 57.5 µM), inactives show at the top dose activity change, negative = inhibition, usual class: inhibitors; note: potency is the fitted concentration of half-maximal effect
#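 ATP generated from ADP (0.1 mM) and PEP (0.5 mM) by 0.1 nM LmPK over 1 h at room temperature (pH 7.2 imidazole buffer) was detected by coupled luciferase luminescence. Values were normalized to uninhibited and no-enzyme wells.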
# TbPYK inhibitor = T. brucei pyruvate kinase inhibition. TbPYK enzyme, Kinase-Glo Plus ATP luminescence, 45 min. Potency, µM (titrated, usually from 76.8 µM), inactives show at the top dose activity, negative = inhibition, usual class: inhibitors. actives 0.12% (n = 410,000). Q57TT1. AID 624173; note: potency is the fitted concentration of half-maximal effect; nearly all actives have a fitted effect of over 50% in size
#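 Assay buffer: 50 mM TEA pH 7.2, 100 mM KCl, 10 mM MgCl2, 0.05% BSA, 0.01% Tween-20. Pyruvate kinase from T. brucei plus substrate met compound, then ADP (130 uM final). Luminescence was read post 45 min RT.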
# AMA1 RON2 block = AMA1-RON2 (P. falciparum) interaction inhibition; AlphaScreen AMA1-biotinylated RON2 peptide binding; Potency, µM (series often up to 58.2 µM), for the others: top-dose activity change, negative = inhibition, usual class: inhibitors; actives 0.2% (n = 360,000); AID 720542;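 note: potency is the fitted concentration of half-maximal effect; 0% = vehicle wells and -100% = peptide control; nearly all actives have a fitted effect of over 45% in size; some results filed as inactive show a strong effect at the top dose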
#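 AMA1 (3D7) with his tag at 25 nM final met compounds first, then biotinylated RON2 peptide at 25 nM; detection used donor plus acceptor beads, 10 µg/mL apiece, read by AlphaScreen after 30 min at room temperature.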
# AmpC inh no detg = inhibitors of E. coli AmpC beta-lactamase without detergent; AmpC nitrocefin hydrolysis, absorbance 480 nm, 0.0001% Triton; actives 0.52% (n = 330,000); AID 485341; P00811; Potency, µM (doses to about 57.1 µM), without a hit: top-dose activity change, negative = inhibition, actives largely listed as inhibitors;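 note: potency is the fitted concentration of half-maximal effect; plate controls were no compound for no effect and no enzyme for full effect; nearly all actives have a fitted effect of over 20% in size; some results filed as inactive show a strong effect at the top dose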
#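 AmpC (5.3 nM in the dispensed reagent) in 20 mM phosphate pH 7.0 with 0.01% (detergent screen) or 0.0001% Triton X-100 was preincubated with compounds for 15 min at room temperature. Nitrocefin was then added from an 800 uM solution, and hydrolysis was followed at 480 nm.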
# Sm TGR block = inhibitors of Schistosoma mansoni thioredoxin glutathione reductase | Q962Y6 | purified TGR, DTNB reduction, TNB absorbance 405 nm | Potency, µM (titrated, usually from 114 µM), without a hit: top-dose activity change, negative = inhibition, most hits filed as inhibitors | actives 3% (n = 360,000) | AID 485364; note: potency is the fitted concentration of half-maximal effect; nearly all actives have a fitted effect of over 60% in size
#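 Kinetic colorimetric format: TGR-catalysed, NADPH-driven DTNB reduction monitored via TNB absorbance. Enzyme dispensed at 20 nM; compound exposure 15 min at room temperature before reaction start.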
# AmpC inh detg = inhibitors of E. coli AmpC beta-lactamase with detergent. P00811. AmpC hydrolysis of nitrocefin, absorbance 480 nm, 0.01% Triton. Potency, µM (highest dose often 114 µM), inactives show at the highest dose activity change, negative = inhibition, hits mostly inhibitors. actives 0.041% (n = 370,000);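 note: potency is the fitted concentration of half-maximal effect; 0% = no-compound wells and -100% = no-enzyme wells; nearly all actives have a fitted effect of over 25% in size; some results filed as inactive show a strong effect at the top dose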
#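 20 mM phosphate pH 7.0 + 0.01% (detergent screen) or 0.0001% Triton X-100; 5.3 nM AmpC reagent; cpd preinc 15 min RT; nitrocefin (800 uM stock) to start; A480 q20 s × 4 min; Activity was normalised to no-enzyme and no-compound control wells.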
# * = called active by the depositor; ? = inconclusive; / = not tested or not shown; & = joins results of further samples; [ ] = remark or other dose. Unless noted, calls come from the whole dose curve; as a rule, active = well fitted curve in the direction sought with a large enough effect; inconclusive = small, poorly fitted or top-dose-only effect, or another doubt; inactive = no such curve, though single readings can be large; an effect the other way counts as inactive or inconclusive. Unless noted, % is set by controls: 0 for no effect and ±100 for the full control effect.
SMILES,HCMV antiviral,LmPK inhibitor,TbPYK inhibitor,AMA1 RON2 block,AmpC inh no detg,Sm TGR block,AmpC inh detg
O=C(O)C(Cc1ccccc1)N1Cc2ccccc2C1=O (stereo not given),2,0%,2%,-1%,-1%,-4%,-5%
COc1ccc(NC(=O)CSc2nc3ccccc3cc2Cc2ccccc2)cc1,-23,2%,-4%,-2%,-25%,-9%,-6%
COC(=O)C1CC(=O)c2sccc2C1 (stereo not given),55,-1%,-3%,8%,-15%,-7%,-3%
CCC(C)NC(=O)CSc1nnc(-c2ccc(OC)c(OC)c2)c(-c2ccc(OC)c(OC)c2)n1 (stereo not given),-31,3%,0%,1%,-10%,-7%,-3%
CC1(C)CC(=O)C2=C(C1)NC(Nc1nc3ccccc3o1)=NC2c1ccccn1 (stereo not given),?,9%,-3%,104%[activator],22%,1%,-4%
CCOC(=O)N1CCN(Cc2nc(C3CC3)no2)CC1,79,2%,-3%,2%,-10%,-3%,-1%
Cc1cc(/C=N/NC(N)=S)c(C)n1-c1ccc(Cl)c(Cl)c1,?,3%,-10%,40%[activator],?,5%,-2%
CC(C)(C)c1cccc(/C=N/O)c1O,-12,3%,-2%,43%[activator],-30%,?,?
COc1c(O)cc2c(c1OC)-c1ccc(OC)c(=O)cc1C(NC(C)=O)CC2 (stereo not given),-80*,/,-4%,-3%,/,/,/
CC(=O)c1ccc(NC(=O)CSc2cn(CC(=O)N3CCCCCC3)c3ccccc23)cc1,-9,/,-6%,/,/,-9%,-11%
COc1ccc(CN(C)C(=O)c2ccc(NC(=O)CC3SC(N4CCCC4)=NC3=O)cc2)c(OC)c1OC (stereo not given),8,/,1%,-6%,?,6%,-14%
COc1cccc(CNC(=O)Cc2csc(Nc3nc(=S)[nH]c4ccccc34)n2)c1,25,7%,6%,62%[activator],-36%,0%,-4%
COc1cc(CC(C)N)c(OC)cc1I (stereo not given),-10&-31,/,2%,-10%,/,/,/
COc1ccc(-c2noc(COc3ccc4c(c3)OCO4)n2)cc1,?,2%,3%,6%,-16%,2%,-7%
COc1ccc(CCNC(=O)c2nc(-c3cccs3)no2)cc1OC,-28,1%,-9%,0%,-23%,9%,-6%
CC1CC(C)CN(CC(=O)Nc2ccc3c(c2)OCCO3)C1 (stereo not given),46,-7%,7%,-14%,-22%,6%,1%
COc1ccc2c(c1)cc1n2CCN2CCCN=C12,-29,4%,5%,4%,-14%,4%,3%
CCc1nnc(NC(=O)CSc2nnc(CNc3cccc(C)c3)n2-c2ccccc2)s1,-24,11%,2%,-6%,32%,2%,?
O=C(CCNC(=O)c1ccc(Cl)cc1)Nc1ccc(Cl)cc1F,16,0%,4%,-15%,-20%,7%,-5%
Cc1ccc(-n2c(C)cc(C=C3C(=O)N(C)C(=O)N(C)C3=O)c2C)cc1,23,/,1%,4%,/,/,/
O=[N+]([O-])c1cccc(N/N=C/c2ccc(N3CCOCC3)cc2)c1,?,-6%,5%,?,-31%,19%,3%
C[C@@H]1CN([C@@H](C)CO)C(=O)c2cc(NC(=O)C3CC3)ccc2O[C@@H]1CN(C)Cc1ccc(Cl)c(Cl)c1,-29,/,5%,-17%,296%[activator],/,/
NNC(=O)Cc1cn(-c2ncc(C(F)(F)F)cc2Cl)c2ccccc12,-21,10%,-6%,24%,23%,-25%,?
COc1ccc(NC(=O)CSc2nc3nc(-c4cccs4)cc(C(F)(F)F)c3c(=O)[nH]2)c(OC)c1,31,-4%,-13%,17%,?,-1%,-7%
O=C(Nc1cccnc1)c1cc2c(ccc3ccccc32)o1,/,-9%,-7%,-28%,/,-12%,?

# Nothing new here: 3 of the compounds above.
SMILES,HCMV antiviral,LmPK inhibitor,TbPYK inhibitor,AMA1 RON2 block,AmpC inh no detg,Sm TGR block,AmpC inh detg
NNC(=O)Cc1cn(-c2ncc(C(F)(F)F)cc2Cl)c2ccccc12,-21,10%,-6%,24%,23%,-25%,?
COc1ccc(NC(=O)CSc2nc3nc(-c4cccs4)cc(C(F)(F)F)c3c(=O)[nH]2)c(OC)c1,31,-4%,-13%,17%,?,-1%,-7%
O=C(Nc1cccnc1)c1cc2c(ccc3ccccc32)o1,/,-9%,-7%,-28%,/,-12%,?

# Profiles, quoted from the list:
# O=C(Nc1cccnc1)c1cc2c(ccc3ccccc32)o1 is entered as HCMV antiviral: /; LmPK inhibitor: -9%; TbPYK inhibitor: -7%; AMA1 RON2 block: -28%; AmpC inh no detg: /; Sm TGR block: -12%; AmpC inh detg: ?
# CC1(C)CC(=O)C2=C(C1)NC(Nc1nc3ccccc3o1)=NC2c1ccccn1 (stereo not given) is entered as HCMV antiviral: ?; LmPK inhibitor: 9%; TbPYK inhibitor: -3%; AMA1 RON2 block: 104%[activator]; AmpC inh no detg: 22%; Sm TGR block: 1%; AmpC inh detg: -4%

# Other entries.
SMILES,HCMV antiviral,LmPK inhibitor,TbPYK inhibitor,AMA1 RON2 block,AmpC inh no detg,Sm TGR block,AmpC inh detg
CC(C)c1nc2oc3c(NCC4CCCO4)ncnc3c2c2c1CCC2 (stereo not given),-5,2%,6%,-4%,109%[activator],-8%,-13%
O=C(NCC(c1cccnc1)N1CCN(c2ccccc2)CC1)Oc1ccccc1 (stereo not given),-22,10%,1%,-4%,213%[activator],10%,-5%
NC1=NS(=O)(=O)NC1c1ccc(Br)cc1 (stereo not given),23,-8%,-6%,4%,1%,0%,4%
CCOC(=O)c1ccccc1NC(=O)Cn1cnc2c1c(=O)n(C)c(=O)n2C,-1,-1%,-2%,6%,-14%,9%,-9%
O=C(Cn1cnc2c(nnn2Cc2ccc(F)cc2)c1=O)N1CCN(c2ccccc2)CC1,-8,2%,2%,-6%,8%,12%,-8%
Cc1cccc(NC(=O)CN2CCN(CC(=O)NCC3(N4CCCCC4)CCCCC3)CC2)c1C,-4,/,1%,-17%,-19%,3%,?
C[C@@H]1CCC(=O)N(CC[C@H](Sc2ccc(Br)cc2)c2ccccc2)CC1,8,/,3%,-2%,12%,-33%,-5%
CC1CC(C)CN(C(=O)C2CCC(CNS(=O)(=O)c3ccccc3)CC2)C1 (stereo not given),-30,2%,1%,-2%,32%,5%,-18%
Cc1cccc(-n2ncc3c2CCCC3NC(=O)CC(F)(F)F)c1C (stereo not given),4,1%,0%,20%,0%,-3%,-3%
COCCNC(=O)C(c1ccc(O)cc1)N(Cc1ccccc1)C(=O)CCC(=O)Nc1nccs1 (stereo not given),14,3%,-5%,-8%,-4%,2%,-3%
CC1([N+](=O)[O-])COC(C=Cc2ccccc2)OC1 (stereo not given),-7,/,-4%,4%,/,/,/
COc1ccc(C(=O)CSc2nnc(Cn3nnc4ccccc43)n2C)cc1,-22,-3%,-5%,-7%,3%,1%,-2%
CCOc1ccc(CN(C)CC(=O)Nc2cc(OC)c([N+](=O)[O-])cc2C)cc1,11,0%,-20%,8%,-7%,-6%,?
C[C@H](NC(=O)OC(C)(C)C)C(=O)N/N=C/C1=Cc2ccccc2OC1,-78*,2%,0%,9%,22%,5%,-5%
CC(c1ccccc1)C(CC(=O)O)C(=O)Nc1ccc(Cl)c(Cl)c1 (stereo not given),19,-3%,0%,5%,-21%,-5%,?
C#C[C@]1(O)CCC2C3C(=O)C=C4C(Cl)=CCC[C@]4(C)C3CC[C@@]21C (stereo not given in full),-80*,/,-14%,-8%,/,/,/
O=c1[nH]c([N+](=O)[O-])nn1C(c1ccccc1)c1ccccc1,5,-1%,-4%,4%,-20%,5%,0%
CCOC(=O)N1CCC(=NNc2ncc(C(F)(F)F)cc2Cl)CC1,?,-1%,3%,33%[activator],-23%,-7%,-12%
COc1cccc(OCc2cc(C(=O)N(C)C3CC(C)(C)NC(C)(C)C3)no2)c1,-16,4%,-3%,16%,21%,3%,-10%
CCOc1ccccc1OCCC(=O)Nc1ccc2c(c1)OCO2,4,/,-17%,12%,-15%,/,/
Cc1ccc(C)c(C(=O)CSc2nc(C)cc(=O)[nH]2)c1,22,-2%,5%,4%,-19%,?,-5%
O=C(CNC1CCCCCC1)Nc1ccc(N2CCCC2)cc1,/,3%,/,/,-29%,2%,?
Cc1ccc(Cc2cnc(NC(=O)C3Cc4ccc(C)cc4C(=O)O3)s2)cc1 (stereo not given),5,/,-6%,/,/,3%,21%
CC(=O)Nc1cc(-c2ccccc2)nn1Cc1ccc(Cl)cc1,9,1%,-1%,1%,-18%,40%[activator],-9%
CC(C)c1ccc(OCc2nnc(SCC(=O)N3CCCCC3)o2)cc1,?,2%,2%,1%,90%[activator],4%,4%
SMILES,HCMV antiviral,LmPK inhibitor,TbPYK inhibitor,AMA1 RON2 block,AmpC inh no detg,Sm TGR block,AmpC inh detg
CC(=O)NC(c1ccccc1)c1nc(-c2cnc3ccccc3c2)cs1 (stereo not given),43,/,2%,-7%,/,/,/
CCCCn1cnc2sc3c(c2c1=N)CCCC3,?,5%,-17%,0%,-31%,0%,-2%
COC(=O)c1ccc(NC2CC(=O)N(c3ccccc3C)C2=O)cc1 (stereo not given),11,-3%,-7%,-8%,-13%,32µM*,?
CSc1nnc2c(n1)[nH]c1c(C)cccc12,10,1%,-21%,-2%,-31%,-7%,-13%
O=C1CSC(c2ccccc2)N1c1ccccc1F (stereo not given),4,-3%,3%,9%,-33%,3%,-2%
CN1CCN(c2nc(-c3cc4ccccc4o3)cs2)CC1,-4,5%,-17%,11%,130%[activator],-2%,-2%
O=C(c1ccc(Cl)c(S(=O)(=O)N2CCOCC2)c1)N(Cc1nnc(-c2ccccc2Cl)o1)C1CC1,-20,/,2%,29%,156%[activator],-3%,?
O=C(NCCc1ccccc1)c1nn(-c2ccccc2Cl)nc1CO,-37,/,-4%,/,/,22%,21%
CN(CC(=O)Nc1cc(Cl)cc(Cl)c1)Cc1cccs1,-25,-4%,2%,11%,-4%,8%,3%
CC1CN(C(=O)COC(=O)c2cccc(NS(=O)(=O)c3ccccc3)c2)CC(C)O1 (stereo not given),-20,/,5%,-2%,-6%,-2%,-1%
CCCCCOc1ccc(NC(=O)C(=O)NCCC2=CCCCC2)cc1,/,1%,-6%,-2%,-26%,-25%,?
CCCCN(C)C(=O)c1cn(C)c2ccc(S(=O)(=O)N(C)C)cc2c1=O,4,-2%,0%,23%,-19%,-4%,2%
CCOC(=O)C1=C(N)Oc2cc(C)oc(=O)c2C12C(=O)N1c3c(cccc32)C(C)=CC1(C)C (stereo not given),-31,3%,1%,-12%,140%[activator],7%,?
CC(C)(C)[C@@H]1COC(=O)[C@H](Cc2ccc(F)cc2)C/C=C\C[C@H](CC(=O)N(CCO)Cc2ccccc2)C(=O)N1,60,/,-1%,-3%,222%[activator],/,/
